Compound activity as filed in PubChem BioAssay.
RTF Ca sens inh: cardiac RTF calcium desensitization. P19429+P45379. IANBD-labeled cardiac RTF, Ca2+ fluorescence. inhibition, % at 7.15 µM. 340,000 tested, 0.12% active. AID 493244;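 active = inhibition above the mean inhibition of all tested compounds plus 3 SD, cut at about 17% in these data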;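 also: assay run at fixed EC70 calcium of 1.6 mM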
Keap1 Nrf2 FP: Keap1-Nrf2 (human) interaction inhibition. Keap1 Kelch-Nrf2 peptide fluorescence polarization, 1536-well. 340,000 tested, 0.15% active. inhibition, % at 9.4 µM. AID 504523; in the data active = inhibition above about 12%;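 also: human Keap1 Kelch domain with fluorescein labeled Nrf2 9mer peptide probe; 0% = neutral control wells and 100% = peptide positive control; higher means more block of Keap1 binding to Nrf2 peptide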
CDK5 p35 inh: blocks human CDK5/p35 kinase activity; 330,000 tested, 0.01% active; Q00535+Q15078; inhibition, % at 10 µM; Recombinant CDK5/p35, ADP-Glo luminescence, 60 min;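 active = highest replicate inhibition of at least 50% and at least 75% of replicates reaching 50%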;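 also: plate controls were DMSO neutral control for no effect and GW8510 at 10 µM for full effect; many of its hits are not listed in these tables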
Target sequence (Q00535 whole entry, looked up): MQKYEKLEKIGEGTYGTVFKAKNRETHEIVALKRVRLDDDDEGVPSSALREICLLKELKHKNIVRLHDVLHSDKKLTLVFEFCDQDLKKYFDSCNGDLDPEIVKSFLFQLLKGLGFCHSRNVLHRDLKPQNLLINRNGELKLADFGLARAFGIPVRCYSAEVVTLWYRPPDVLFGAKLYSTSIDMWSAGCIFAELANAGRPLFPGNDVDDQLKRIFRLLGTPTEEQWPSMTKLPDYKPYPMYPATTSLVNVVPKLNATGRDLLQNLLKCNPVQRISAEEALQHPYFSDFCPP
Target sequence (Q15078 whole entry, looked up): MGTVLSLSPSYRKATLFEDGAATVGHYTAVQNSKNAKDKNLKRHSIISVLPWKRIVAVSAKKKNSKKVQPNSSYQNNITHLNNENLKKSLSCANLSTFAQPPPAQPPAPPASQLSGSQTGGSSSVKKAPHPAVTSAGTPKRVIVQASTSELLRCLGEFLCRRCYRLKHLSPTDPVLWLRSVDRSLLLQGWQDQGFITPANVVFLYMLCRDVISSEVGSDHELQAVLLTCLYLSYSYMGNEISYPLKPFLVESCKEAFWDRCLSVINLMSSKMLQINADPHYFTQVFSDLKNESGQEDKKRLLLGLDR
SUMO Mot1 rescue: SUMOylation pathway inhibition by Mot1-301 growth rescue; S. cerevisiae Mot1-301 growth rescue, ATP luminescence, 38.5C; percent above DMSO median, 100 means doubled; growth rescue, % at 18.8 µM; 320,000 tested, 1% active;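 active = every valid replicate shows activation above 250% relative to neutral control wells; inactive = the rest, any valid replicate at or below 250%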;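 also: OY570 slx delta 5 strain wells were the positive control but not used for scaling; some compounds called inactive have numbers as strong as hits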
PfHsp90 set2: inhibits growth of yeast expressing Plasmodium falciparum Hsp90; S. cerevisiae expressing PfHsp90, BacTiter-Glo ATP, 48 h; yeast lacking PDR1 and PDR3 efflux regulators; inhibition, % at 9.4 µM; 310,000 tested, 0.32% active; AID 504621;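 active = every replicate shows inhibition above about 80%, whatever the replicate mean, limit read from the data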;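 also: 0% = DMSO neutral controls and 100% = 20 µM radicicol positive controls; yeast relying on Plasmodium falciparum Hsp90 in place of its own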
PvdQ inh: P. aeruginosa PvdQ acylase inhibition; purified PvdQ acylase, fluorescence plate reader; inhibition, % at 10 µM; 340,000 tested, 0.063% active; in the data active = inhibition above about 30%, passing the limit was not always enough;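 also: 0% = vehicle neutral wells and 100% = reference inhibitor wells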
RTF Ca sens act: cardiac RTF calcium sensitization; 340,000 tested, 0.24% active; P19429+P45379; AID 493008; IANBD-labeled TnC RTF fluorescence at EC20 calcium; 0% EC20 calcium, 100% full calcium; activation, % at 7.2 µM;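 active = activation above the mean over all tested compounds plus 3 SD, cut at about 30% in these data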;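 also: rise in fluorescence read as greater calcium sensitivity of cardiac thin filaments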
Rtt109 HAT inh: C. albicans Rtt109 histone acetyltransferase inhibition; inhibition, % at 34.9 µM; purified Rtt109/Vps75, ThioGlo CoA-SH fluorescence, 4 h; 330,000 tested, 0.16% active;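 active = inhibition of at least 50% in every replicate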
C-LANA FP: inhibitors of KSHV LANA C-terminal domain DNA binding | MBP-C-LANA/FAM-LBS DNA binding, fluorescence polarization | inhibition, % at 9 µM | 340,000 tested, 0.078% active;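 active = highest replicate inhibition at or above 60% at 9 µM, even if other replicates fall short; inactive = all replicates below 60% inhibition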;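 also: 0% = neutral control wells and 100% = 4 µM acridine orange control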
dFosB activator: mouse delta FosB homodimer activation; P13346; purified delta FosB, TAMRA-CDK5 oligo fluorescence polarization; percent of positive-control signal above neutral wells; activation, % at 25 µM; 340,000 tested, 0.99% active; AID 493131;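 active = mean activation above about 17%, with every replicate also reaching it, limit read from the data, passing the limit was not always enough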;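 also: fluorescence polarization rise as delta FosB binds a TAMRA Cdk5 AP-1 oligo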
Target sequence (P13346 whole entry, looked up): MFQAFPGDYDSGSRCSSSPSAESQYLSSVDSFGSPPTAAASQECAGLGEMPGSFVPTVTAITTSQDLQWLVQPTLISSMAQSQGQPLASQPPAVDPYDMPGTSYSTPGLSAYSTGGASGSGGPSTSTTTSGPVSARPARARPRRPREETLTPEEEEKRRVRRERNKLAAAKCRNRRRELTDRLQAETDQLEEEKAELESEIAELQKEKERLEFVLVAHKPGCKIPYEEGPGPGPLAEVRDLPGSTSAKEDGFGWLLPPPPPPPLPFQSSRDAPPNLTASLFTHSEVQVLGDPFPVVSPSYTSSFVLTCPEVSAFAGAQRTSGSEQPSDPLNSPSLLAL
NSD2 HMT inh: NSD2 (human) methyltransferase inhibition. AID 743445. NSD2 peptide methylation, AlphaScreen, 120 min. inhibition, % at 12.5 µM. 310,000 tested, 0.54% active; in the data active = inhibition above about 50%
Starred values were filed as active, the others as inactive; x = not tested or not shown.

SMILES	RTF Ca sens inh	Keap1 Nrf2 FP	CDK5 p35 inh	SUMO Mot1 rescue	PfHsp90 set2	PvdQ inh	RTF Ca sens act	Rtt109 HAT inh	C-LANA FP	dFosB activator	NSD2 HMT inh
O=C(Cn1nnc(-c2ccc(Cl)cc2)n1)NCCC1=CCCCC1	-9	-6	-1.5	16	-3	9	1	19	0.6	-2	-2
Cc1nn(Cc2ccccc2)c(C)c1NC(=O)CCCn1nc(C)c([N+](=O)[O-])c1C	3	-4	-0.7	-9	8	15	-1	11	-1.2	-5	17
OCCC1CN(Cc2nc(-c3ccccc3)cs2)CCN1C1CCCC1 (stereo not given)	-8	-2	-0.5	x	34	-10	-2	1	0.8	-3	1
COCCN(C(=O)CCc1ccccc1OC)c1nnc(-c2cccnc2)s1	-4	-2	0.9	-2	-18	-16	2	3	-1.0	-12	0
Cn1c(=O)c2c(nc(CN3CCOCC3)n2CC(O)CO)n(C)c1=O (stereo not given)	-4	3	-0.7	-4	x	-1	-1	x	-1.1	-1	1
CCCN(CC1CC1)C(=O)COC(=O)c1oc2ccc(OCC)cc2c1C	-3	-3	0.1	-16	-6	6	2	-6	-0.9	-13	-5
Cc1oncc1-c1cn2ccccc2n1	4	0	-0.2	-7	-20	-8	-1	-10	1.0	-3	12
CC1(C)Cc2nc3oc4c(N5CCOCC5)ncnc4c3cc2CO1	2	2	0.4	3	4	9	-6	15	-1.7	1	1
NC(=S)N=Nc1c(O)[nH]c2c(Br)cc(Br)cc12	x	0	0.0	-9	9	-1	x	17	1.7	9	22
O=C(O)C1=C[C@@H](c2csc3ccccc23)C[C@@H](OCCCCO)O1	-2	-1	-0.4	-12	13	-10	-4	8	5.6	2	x
CCN(CC)c1ccc(/C=N/NC(=O)c2nnn(-c3nonc3N)c2C(C)C)c(O)c1	-3	-2	0.3	-1	23	-8	1	1	4.3	-8	-3
O=C(CN(C(=O)c1csnn1)c1ccc2c(c1)OCCO2)NCc1ccccc1	-8	6	-0.9	-15	-2	16	-4	0	-2.0	-4	-4
Cc1ccc(/C=C/c2ccc3cccc(O)c3n2)s1	-2	5	1.1	-1	-25	24	5	1	-1.5	-12	1
Cc1ccc(S(=O)(=O)NC(C)CCc2ccccc2)cc1 (stereo not given)	-9	-2	-1.0	25	-45	-12	-3	14	-0.4	-7	-6
O=C(Nc1ccccc1Oc1cccnc1)C1CCCN(Cc2ccccc2O)C1 (stereo not given)	-2	-3	1.7	-22	-27	-14	0	-4	1.8	-8	-4

Structural class: the entries above with a carbonyl joined to an NH by a bond outside any ring.
SMILES	RTF Ca sens inh	Keap1 Nrf2 FP	CDK5 p35 inh	SUMO Mot1 rescue	PfHsp90 set2	PvdQ inh	RTF Ca sens act	Rtt109 HAT inh	C-LANA FP	dFosB activator	NSD2 HMT inh
O=C(Cn1nnc(-c2ccc(Cl)cc2)n1)NCCC1=CCCCC1	-9	-6	-1.5	16	-3	9	1	19	0.6	-2	-2
Cc1nn(Cc2ccccc2)c(C)c1NC(=O)CCCn1nc(C)c([N+](=O)[O-])c1C	3	-4	-0.7	-9	8	15	-1	11	-1.2	-5	17
CCN(CC)c1ccc(/C=N/NC(=O)c2nnn(-c3nonc3N)c2C(C)C)c(O)c1	-3	-2	0.3	-1	23	-8	1	1	4.3	-8	-3
O=C(CN(C(=O)c1csnn1)c1ccc2c(c1)OCCO2)NCc1ccccc1	-8	6	-0.9	-15	-2	16	-4	0	-2.0	-4	-4
O=C(Nc1ccccc1Oc1cccnc1)C1CCCN(Cc2ccccc2O)C1 (stereo not given)	-2	-3	1.7	-22	-27	-14	0	-4	1.8	-8	-4

Further entries follow:
SMILES	RTF Ca sens inh	Keap1 Nrf2 FP	CDK5 p35 inh	SUMO Mot1 rescue	PfHsp90 set2	PvdQ inh	RTF Ca sens act	Rtt109 HAT inh	C-LANA FP	dFosB activator	NSD2 HMT inh
CC1(c2nnc(Cc3ccccc3)o2)CC(c2ccc(C#N)cc2)=NO1 (stereo not given)	-5	-3	-0.1	23	x	1	-5	-2	-4.6	5	x
Cc1nnc(SCCn2c(N3CCN(C)CC3)nc3c2c(=O)[nH]c(=O)n3C)s1	-9	0	-0.7	-6	x	-11	1	x	1.4	-1	0
CC1CCC(NC(=O)CCS(=O)(=O)c2ccc3c(c2)CC(C)N3C(=O)C2CC2)CC1 (stereo not given)	4	-2	-1.2	-3	14	-25	-5	-14	-1.0	-6	-7
N#C/C(=C\c1ccc(OCc2ccc(F)cc2)cc1)C(=O)Nc1cccc(C(=O)O)c1	-24	0	-2.1	-21	24	-7	1	3	0.3	-13	1
CCOc1ccc(NC(=O)N(CCCN2CCOCC2)Cc2cccnc2)cc1	0	6	-0.3	-30	5	-7	-2	-7	0.5	4	x
CCCn1c(SCC(=O)Nc2ccc(C(=O)Nc3ccccc3OC)cc2)n[nH]c1=O	-3	0	-1.6	-14	2	-11	3	4	0.0	-1	3
O=C(Cn1cccc1)NCc1cccs1	-2	-6	-3.6	-11	5	-5	-1	7	-0.2	0	1
O=C(Cn1cnc(S(=O)(=O)N2CCCC2)c1)Nc1ccc(OC(F)(F)F)cc1	-6	1	-1.6	11	7	7	-1	6	-0.3	0	-2
O=C(CCCOC(=O)c1ccc(O)cc1O)c1ccccc1	-5	0	-0.1	14	-3	-3	-1	-7	1.2	-5	-1
Cc1ccc(S(=O)(=O)N(C)C)cc1NC(=O)C1CCC1	0	2	-1.3	-5	-5	-12	4	-12	-0.7	0	-3
Cc1ccc(NCC(O)C(O)C(O)CO)cc1C (stereo not given)	-7	-4	2.3	14	17	-15	4	2	1.8	2	15
COc1cccc(-c2ncc3ccccc3c2COC(=O)c2cccs2)c1	-9	5	0.7	-8	5	-7	7	4	-3.6	3	x
CCc1cccc(C)c1NC(=S)N(CCN(C)C)C(C)c1cccnc1 (stereo not given)	-6	-3	3.5	x	x	-8	6	-6	0.0	-6	-2
Cc1cc(C)cc(NC(=O)COC(=O)CCCC2=NS(=O)(=O)c3ccccc3N2)c1	-10	3	-0.2	554	-26	7	-2	-1	-1.8	-5	1
COc1ccc(Oc2nccc(-c3ccccc3)c2C#N)cc1	2	0	0.6	157	23	-8	4	-1	1.6	-9	-5
CC(=O)OCCc1[nH]c2ccccc2c1C	-3	-2	-0.5	16	-18	12	2	8	0.9	7	x
O=C(Nc1ccnn1C1CCN(CCCc2ccccc2)CC1)c1cccc(F)c1	-10	3	-0.8	8	4	-5	3	-1	0.8	-10	-3
CCCCN(C(=O)COC(=O)CSc1ccc([N+](=O)[O-])cc1)c1c(N)n(CCC)c(=O)[nH]c1=O	-13	-3	0.5	41	-29	-2	-1	-26	0.4	-9	5
c1ccc(-c2cc3c(N4CCOCC4)ncnc3s2)cc1	2	3	8.7	7	-12	-10	-3	7	-2.5	-11	-1
Cc1ccc(C)c(CSC2=NCCN2S(=O)(=O)c2ccccc2)c1	-5	-4	1.3	13	6	-8	0	-1	1.4	-6	0
O=C(NC12CC3CC(CC(C3)C1)C2)C1CC(=O)N(c2ccc(Br)cc2)C1 (stereo not given)	0	-2	0.4	32	8	-7	3	7	0.5	-5	-1
O=C(Cc1ccc(F)cc1)NCC1CCCO1 (stereo not given)	1	0	-1.0	-10	6	-6	-6	8	1.2	2	-2
O=C(c1ccc(Cl)c(Cl)c1)N1CCN(Cc2ccc3c(c2)OCO3)CC1	-13	-4	-3.5	123	-25	-15	0	24	-1.8	-9	4
Cn1nnnc1Sc1ncnc2scc(-c3ccc(F)cc3)c12	-3	-13	2.6	-34	10	-9	0	-2	-0.7	-9	0
CC1CCc2c(sc(NC(=O)CCc3nc4ccccc4c(=O)[nH]3)c2C#N)C1 (stereo not given)	-3	0	1.3	25	x	-3	2	-3	1.6	0	2
O=C(CN1C(=O)NC(Cc2ccccc2)C1=O)Nc1ccc(F)cc1 (stereo not given)	-9	0	0.6	-13	x	-7	-1	x	-1.5	0	-1
CCN(CC)CCN(Cc1cc2cc3c(cc2[nH]c1=O)OCCO3)C(=O)NC1CCCCC1	1	-3	-0.9	-19	-46	-2	0	4	-0.6	9	13
CC(C)(O)C#Cc1ccc(C(=O)NCCc2ccc(S(N)(=O)=O)cc2)cc1	2	-4	-0.1	-11	-10	-14	3	1	1.8	-3	0
COc1ccc(/C=C/C(=O)OCC(=O)NC2CCCC(C)C2C)cc1 (stereo not given)	-1	-1	0.3	15	-12	5	-4	6	-1.0	-6	-1
Cc1ccccc1NC(=O)C1CCCN(C(=O)Nc2ccc(F)cc2)C1 (stereo not given)	-8	2	-0.8	58	-20	-17	-5	-8	0.1	-3	-1
COCCOc1ccc(C(F)(F)F)cc1NC(=O)COC(=O)Cc1c[nH]c2ccccc12	-2	-5	-1.5	0	-21	6	-1	11	1.2	-21	-2
COc1cc2[nH]c(=S)n(CCN3CCOCC3)c(=O)c2cc1OC	5	0	1.4	-7	-3	-9	3	7	-0.7	-4	6
O=S(=O)(Nc1ccccc1Br)c1cccs1	2	-1	-1.8	-16	-26	-13	-7	2	0.0	-1	-2
Cc1ccc(CNC(=O)CN(C)S(=O)(=O)c2cnc[nH]2)cc1	-6	-2	0.8	14	7	-17	4	-9	-1.2	-2	-2
O=C(Nc1ccccc1C(=O)NCCN1CCOCC1)c1cccc([N+](=O)[O-])c1	-4	0	-2.1	5	11	-2	-9	-3	0.2	-4	2
O=C(c1ccc(F)c(S(=O)(=O)N2CCOCC2)c1)N1CCN(c2ccc(F)cc2)CC1	-3	-3	-1.4	-7	-4	-9	-4	3	1.5	-7	1
CN1CCN(c2ccccc2NC(=O)c2c(F)cccc2F)CC1	7	-2	1.9	0	-25	-12	0	2	-0.7	-6	x
COc1ccc(C(C(=O)NC2CCCC2)N(Cc2cccnc2)C(=O)Cc2cccs2)cc1OC (stereo not given)	7	-3	1.2	-10	-45	2	-2	4	-1.3	-9	-1
CCCCc1nnc(NC(=O)CCS(=O)(=O)Cc2ccccc2)s1	2	-6	1.0	6	10	-14	-1	4	-0.6	0	1
O=C(Nc1ccc(Oc2ccccc2)cc1)C1CCN(c2ncccn2)CC1	-4	2	-1.4	-9	2	-14	3	-7	0.9	-6	0
COc1cc2cc(CCO)oc(=O)c2cc1OC	-8	-3	4.1	-21	7	7	-2	-1	1.2	-2	x

Part of the list above, with values under each structure.
Sequence of screens: RTF Ca sens inh, Keap1 Nrf2 FP, CDK5 p35 inh, SUMO Mot1 rescue, PfHsp90 set2, PvdQ inh, RTF Ca sens act, Rtt109 HAT inh, C-LANA FP, dFosB activator, NSD2 HMT inh
O=C(Nc1ccccc1Oc1cccnc1)C1CCCN(Cc2ccccc2O)C1 (stereo not given)
    -2, -3, 1.7, -22, -27, -14, 0, -4, 1.8, -8, -4
CC1(c2nnc(Cc3ccccc3)o2)CC(c2ccc(C#N)cc2)=NO1 (stereo not given)
    -5, -3, -0.1, 23, x, 1, -5, -2, -4.6, 5, x
